Assay outcomes (PubChem)
HUVEC prolif 384 = human endothelial cell proliferation inhibition | HUVEC proliferation, CellTiter-Glo luminescence, 72 h; stronger effect = lower value | viability, % at 10 µM (by protocol) | actives 1.1% (n = 86,000) | AID 648;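 active means viability at or below 30%; inactive means viability above 30%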;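 further: 100% = median luminescence of DMSO-only cell control wells on each plate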
PostGolgi ctrl = inhibits growth of the yeast control strain; inhibition, % at 10 µM; efflux-deficient yeast background strain, growth absorbance A615, 16 h; actives 5% (n = 98,000); AID 738; in the data active means inhibition above about 30%
S1P2 agonist = S1P2 (human) receptor agonism; S1P2-expressing cell line, agonist reporter read-out; activation, % at 4.5 µM; actives 0.46% (n = 97,000); AID 729; in the data active means activation above about 16%;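 further: 0% = vehicle low control and 100% = maximal reference agonist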
Target sequence (O95136 whole entry, looked up): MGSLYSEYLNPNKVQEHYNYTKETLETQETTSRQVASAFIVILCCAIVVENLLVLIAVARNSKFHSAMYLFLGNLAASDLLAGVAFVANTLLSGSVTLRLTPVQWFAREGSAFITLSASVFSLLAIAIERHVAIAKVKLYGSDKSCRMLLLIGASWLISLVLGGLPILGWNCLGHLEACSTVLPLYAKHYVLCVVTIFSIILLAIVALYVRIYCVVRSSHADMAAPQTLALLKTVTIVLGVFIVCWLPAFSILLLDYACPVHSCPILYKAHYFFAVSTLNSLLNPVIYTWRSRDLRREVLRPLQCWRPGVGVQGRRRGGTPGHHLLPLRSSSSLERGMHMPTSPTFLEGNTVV
sEH inh = inhibitors of human soluble epoxide hydrolase; P34913; recombinant human sEH enzymatic activity assay; inhibition, % at 2 µM; actives 0.34% (n = 91,000); AID 707; in the data active means inhibition above about 80%; further: values of inactives mirror those of a sister screen read the other way; many of its hits are not listed in these tables
Target sequence (P34913 whole entry, looked up): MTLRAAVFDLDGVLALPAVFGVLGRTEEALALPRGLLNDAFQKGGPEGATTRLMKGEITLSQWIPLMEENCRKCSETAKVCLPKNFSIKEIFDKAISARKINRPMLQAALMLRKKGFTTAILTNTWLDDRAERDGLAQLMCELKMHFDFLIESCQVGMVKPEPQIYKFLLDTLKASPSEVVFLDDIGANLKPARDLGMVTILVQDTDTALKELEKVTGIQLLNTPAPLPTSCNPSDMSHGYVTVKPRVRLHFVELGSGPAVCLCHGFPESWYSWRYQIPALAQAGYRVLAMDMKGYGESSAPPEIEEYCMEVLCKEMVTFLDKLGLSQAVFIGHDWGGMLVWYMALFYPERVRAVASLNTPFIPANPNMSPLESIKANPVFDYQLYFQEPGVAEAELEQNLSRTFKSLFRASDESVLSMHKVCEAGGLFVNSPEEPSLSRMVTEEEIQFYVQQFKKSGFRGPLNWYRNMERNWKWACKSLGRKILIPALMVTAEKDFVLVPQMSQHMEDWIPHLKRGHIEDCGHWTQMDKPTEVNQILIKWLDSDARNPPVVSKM
S1P2 antag = antagonists of human S1P2 receptor | O95136 | cell-based S1P2 antagonist assay, inhibition at 5 uM | inhibition, % at 5 µM | actives 0.21% (n = 97,000) | AID 736; in the data active means inhibition above about 45%;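 further: CRE beta-lactamase reporter cells expressing human S1P2 stimulated with S1P; 0% = agonist at EC80 alone and 100% = agonist plus reference antagonist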
Fibroblast inh = blocks proliferation of human lung fibroblasts. LL 47 human lung fibroblast viability, ATP luminescence; stronger effect = lower value. viability, % at 10 µM. actives 1.1% (n = 85,000). AID 719;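 active means viability at or below 50% in the single dose screen; inactive means viability above 50%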;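 further: compound exposure lasted 72 h before the ATP readout; 100% = median luminescence of untreated cell-only wells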
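Material: human lung fibroblast line LL 47, low passage; Evaluation: viability percentage against median untreated-cell control; Buffer or medium: 15% FBS in IMEM; Incubation: 72 h compound exposure at 37 °C after overnight plating; Dosing: 0.1% DMSO in all compound wells; Measured by: CellTiter-Glo luminescence.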
H69AR growth 86K = blocks growth of human H69AR lung tumor cells. actives 6% (n = 85,000). H69AR lung tumor viability, ATP luminescence, 72 h; stronger effect = lower value. viability, % at 10 µM;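 active means viability at or below 40%; inactive means viability above 40%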;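 further: multidrug resistant small cell line overexpressing MRP-1 efflux transporter; 100% = mean luminescence of untreated control wells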
LYP act = activators of human LYP (PTPN22) phosphatase. actives 0.11% (n = 96,000). AID 697. Q9Y2R2. recombinant LYP, DiFMUP fluorescence; 0 = plate median, 100 = signal doubled. activation, % at 2 µM;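 active means activation at 2 µM above a set limit, the mean plus 5 SD, cut at about 37% in these data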
sEH activator = activators of human soluble epoxide hydrolase. P34913. purified human sEH enzymatic activity, activator screen. activation, % at 2 µM. actives 0.04% (n = 91,000); in the data active means activation above about 37%; further: values of inactives mirror those of a sister screen read the other way
Active calls of the source: *; nt = not tested or not shown.

SMILES | HUVEC prolif 384 | PostGolgi ctrl | S1P2 agonist | sEH inh | S1P2 antag | Fibroblast inh | H69AR growth 86K | LYP act | sEH activator
NC1=NC(=O)C(Cc2cc(Cl)ccc2Cl)S1 (configuration not stated) | nt | -4 | -6 | 6 | -2 | nt | nt | 10 | -5
CCOC(=O)c1c(NC(C)=O)no[n+]1[O-] | 92 | 1 | nt | nt | nt | 105 | 78 | nt | nt
CC(C)(C)n1nnnc1C(c1ccncc1)N(Cc1ccccc1)Cc1ccco1 (configuration not stated) | 98 | 23 | 1 | -9 | -19 | 94 | 76 | -7 | 11
CCCCNC1=C(Br)C(=O)CC(C)(C)C1 | 97 | 5 | -8 | 4 | 8 | 102 | 99 | -5 | -4
CCOC(=O)CCCNC(=O)COC(=O)c1cc(C)cc(C)c1 | 96 | 12 | -1 | -1 | -10 | 101 | 102 | 1 | 1
C=CCSc1nccc(-c2nn(-c3ccc(C)cc3)ccc2=O)n1 | 59 | 34* | -4 | 6 | -18 | 64 | 21* | 0 | -6
Cc1ccc(S(=O)(=O)N2CCN(c3ccc(S(=O)(=O)N4CCOCC4)cn3)CC2)cc1 | 83 | 2 | -6 | 2 | 6 | 90 | 82 | 0 | 1
OCC(CO)(CO)N=Cc1cc(Br)ccc1O | 94 | 14 | -2 | -2 | 8 | 97 | 86 | 11 | 2
CCn1c(SCC(=O)n2nc(C)cc2C)nnc1-c1ccc2c(c1)OCO2 | nt | -3 | -2 | nt | -4 | nt | nt | 3 | nt
COc1ccc(-n2nc3cc(C)c(NC(=S)NC(=O)c4ccccc4C)cc3n2)cc1 | nt | 5 | 0 | 4 | 5 | nt | nt | -4 | -2
Cc1ccc(N2CC(C(=O)NCc3cccs3)CC2=O)cc1 (configuration not stated) | 99 | 3 | -4 | nt | 19 | 95 | 102 | -3 | nt
Cn1c(=O)c2c(nc(OCc3ccc4c(c3)OCO4)n2Cc2ccccc2Cl)n(C)c1=O | nt | 0 | -6 | 7 | 16 | nt | nt | 5 | -3
O=C(CSCc1c(Cl)cccc1Cl)Nc1ccccc1C(=O)N1CCOCC1 | nt | 3 | -6 | -9 | 0 | nt | nt | 6 | 12
COc1ccccc1NC(=O)N1CCn2c(nc3ccccc32)C1 | 95 | 16 | -6 | -8 | 12 | 119 | 92 | -11 | 9
O=[N+]([O-])c1ccc2nccn2c1 | nt | 17 | 0 | 0 | 14 | nt | nt | -1 | 1
CCCCOC(=O)c1cc(=O)[nH]c2ccccc12 | 76 | -1 | 2 | -1 | -22 | 98 | 91 | -6 | 2
COC(=O)c1ccccc1NC(=O)c1cccc(NC(=O)CSCc2ccccc2)c1C | nt | 17 | -5 | 11 | -5 | nt | nt | 9 | -11
CCOC(=O)/C(C(N)=NCC(C)C)=C(/O)c1ccccc1 | 114 | 18 | -10 | 0 | -11 | 103 | 96 | 10 | 0
O=C(Nc1cc(C(F)(F)F)ccc1N1CCCC1)c1ccc2c(c1)OCO2 | 98 | -2 | -2 | 5 | 6 | 108 | 90 | -4 | -4
O=C(CCN1CCN(c2ccc(F)cc2)CC1)Nc1ccc(F)cc1 | 94 | 4 | -1 | 8 | 2 | 95 | 84 | 5 | -5
COCCN1C(=O)c2ccc(C(=O)O)cc2C1=O | 101 | -4 | -8 | 6 | 9 | 102 | 104 | 8 | -5
CCNC(=O)OCC(CC)NC(=O)OCC(C)C (configuration not stated) | 90 | 9 | -7 | -11 | -6 | 97 | 101 | 5 | 9
FC(F)(F)c1cccc(-c2nnc3ccc(C(F)(F)F)cn23)c1 | 104 | -4 | -3 | -22 | 20 | 103 | 103 | -3 | 22
Clc1ccc(-c2csc(N3CCc4ccccc4C3)n2)cc1 | nt | 7 | -3 | -18 | 11 | nt | nt | -5 | 15
COc1cc(C(=O)NCCOc2cc(C)cc(C)c2)c(Br)c(OC)c1OC | nt | 14 | -6 | -3 | -17 | nt | nt | 17 | 6
O=c1[nH]n(-c2ccc(Cl)cc2)c2ncccc12 | nt | 26 | -6 | -1 | -1 | nt | nt | -1 | 4
COc1ccccc1C(=O)Nc1nc(N)n(-c2ccccc2)n1 | 104 | 18 | -6 | -4 | 12 | 94 | 88 | 10 | 4
CCCCC(=O)Nc1sc2c(c1-c1nc3ccccc3s1)CCN(C(C)=O)C2 | nt | 13 | 1 | 8 | -15 | nt | nt | -3 | -5
NC(=O)SCC(=O)Nc1cccc(Cl)c1 | 97 | 2 | -1 | -3 | -8 | 104 | 40 | 15 | 6
N#Cc1nc(-c2ccco2)oc1N1CCN(C(c2ccccc2)c2ccccc2)CC1 | 111 | 26 | -1 | -1 | 12 | 107 | 101 | 8 | 1
COc1cccc(NC=C2C(=O)OC3(CCCCC3)OC2=O)c1 | 66 | 4 | nt | nt | nt | 94 | 94 | nt | nt
Cc1c(C(=O)NCc2ccc3c(c2)OCO3)oc2ccc(Br)cc12 | nt | 26 | -6 | 5 | 1 | nt | nt | 1 | -3
CCCc1nnc(NC(=O)NCCN2C(=O)C3C4C=CC(C4)C3C2=O)s1 (configuration not stated) | 113 | 1 | 1 | -10 | 2 | 102 | 102 | 0 | 8
CC1CCN(C(=O)CCCOc2cc(=O)n(C)c3ccccc23)CC1 | nt | 1 | -7 | -5 | 11 | nt | nt | -10 | 8
O=[N+]([O-])c1ccc2c(c1)C(N1CCOCC1)/C(=C/COc1ccc3ccccc3c1Br)O2 (configuration not stated) | nt | 9 | 2 | -4 | -27 | nt | nt | 14 | 4
CCc1nc(NCc2ccco2)c2oc3ccccc3c2n1 | 100 | 22 | 1 | nt | -26 | 101 | 87 | -7 | nt
O=C(O)C(Cc1ccccc1)N1C(=O)/C(=C/c2cccc3ccccc23)SC1=S (configuration not stated) | nt | 7 | -7 | 9 | 20 | nt | nt | -8 | -7
Cc1cccc(N/C(=N\S(=O)(=O)c2ccccc2)C(F)(F)F)c1 | nt | 0 | 0 | -14 | 9 | nt | nt | 6 | 14
CCOc1ccc(CSC2=NCCN2)cc1Cl | 78 | 2 | -5 | -8 | 32 | 80 | 78 | 0 | 8
CCOc1ccc(S(=O)(=O)NCC(=O)N(C)Cc2cccnc2)cc1 | 94 | 11 | -4 | -1 | -19 | 103 | 108 | -2 | 2
CN(CC(=O)N1CCCCCC1)S(=O)(=O)c1cccc2cccnc12 | 112 | 1 | -4 | 13 | 11 | 94 | 92 | 3 | -15
O=C(CSCc1cccc(Br)c1)N1CCOCC1 | 98 | 11 | -13 | 13 | 7 | 107 | 97 | 10 | -10
CCOCCCn1c(=O)c(NC(=O)c2ccc(OCC)cc2)c2n(c1=S)CCCCC2 | nt | 9 | 1 | -5 | -3 | nt | nt | 15 | 6
CC(C)N(C(=O)CSc1nc2ccccc2n1Cc1ccccc1)C(C)C | 95 | nt | -2 | 3 | 0 | 101 | 49 | -2 | -3
COc1ccccc1NC(=O)COc1ccc(Br)cc1CO | 91 | 10 | -6 | -17 | -15 | 97 | 103 | 4 | 17
CCN1CCCC1CNC(=O)CS(=O)(=O)Cc1nc(-c2ccccc2C)oc1C (configuration not stated) | 100 | -2 | 0 | -8 | 18 | 105 | 88 | -1 | 8
O=c1c2cc(Br)ccc2nc(-c2cccc(C(F)(F)F)c2)n1O | nt | 7 | -8 | -1 | 13 | nt | nt | -5 | 4
Cn1c(=O)oc2cc(S(=O)(=O)NCc3ccco3)ccc21 | 89 | 4 | -3 | nt | 4 | 102 | 94 | -15 | nt
Cc1ccccc1-n1c(=O)/c(=C\c2ccco2)s/c1=C(/C#N)C(=O)Nc1ccccc1 | 85 | 13 | -6 | -5 | 18 | 88 | 52 | -2 | 4
CS(=O)(=O)Nc1cccc(C(=O)CC2(O)C(=O)Nc3ccccc32)c1 (configuration not stated) | 96 | -6 | -2 | 8 | -3 | 90 | 73 | -4 | -8
COc1cccc(C2=NO[C@@H]3C(=O)N(c4ccc5c(c4)OCCO5)C(=O)[C@H]23)c1OC | 93 | -7 | -4 | -2 | -13 | 102 | 84 | 16 | 3
Cc1ccc(Cn2ncc3c(NCCCN4CCOCC4)ncnc32)cc1 | 91 | -4 | -5 | 5 | 5 | 99 | 105 | -11 | -2
O=C(NCc1cccnc1)c1cccc(S(=O)(=O)N2CCCCC2)c1 | 109 | 4 | nt | nt | nt | 98 | 100 | nt | nt
CCNC(=O)N1c2ccc(OC)cc2C(C)=CC1(C)C | 100 | 4 | -2 | 2 | 12 | 95 | 89 | -2 | -3
Cc1ccccc1OCc1nc2ccccc2c(=O)n1NC(=O)c1ccco1 | 91 | 8 | -5 | -14 | 0 | 98 | 94 | -5 | 18
Nc1c(NCCN2CCOCC2)c2ccccc2oc1=O | 90 | 17 | -10 | 2 | 19 | 99 | 85 | 6 | 0
CCCCn1c(Cc2ccccc2)nnc1SCC(=O)N1CCOCC1 | 97 | nt | -5 | -3 | -4 | 97 | 106 | -7 | 9
Cc1ccccc1-c1nc(CS(=O)(=O)CC(=O)NCCCN2C(C)CCCC2C)c(C)o1 (configuration not stated) | 89 | 29 | nt | nt | nt | 106 | 91 | nt | nt
O=C(c1ccco1)N1CCN(C(=O)c2cccs2)CC1 | 88 | 1 | -3 | -6 | -20 | 100 | 102 | 3 | 8
Cc1ccc(-n2nnnc2SCC(=O)Nc2ccc3c(c2)OCCO3)cc1C | 55 | nt | -3 | 32 | -8 | 105 | 47 | 14 | -30

Further structures follow.
SMILES | HUVEC prolif 384 | PostGolgi ctrl | S1P2 agonist | sEH inh | S1P2 antag | Fibroblast inh | H69AR growth 86K | LYP act | sEH activator
CC1CCCC(C)N1C(=O)C1CC(c2ccc(F)cc2)=NO1 (configuration not stated) | 97 | -4 | -2 | 4 | 17 | 109 | 89 | -2 | -4
Oc1ccc(-c2cccc(-c3ccc(O)cc3)n2)cc1 | 90 | 7 | -9 | -10 | 11 | 102 | 92 | 2 | 11
CCOC(=O)N1CCC2(CC1)C(C#N)=C(N)Oc1n[nH]c(C)c12 | 96 | 19 | -7 | 2 | 3 | 99 | 76 | -1 | 1
O=C1NCCc2c1[nH]c1ccccc21 | 77 | 8 | -2 | 6 | 9 | 99 | 85 | -4 | -4
CSc1ccc(C2C3(C#N)C(N)=NC4(OCCO4)C23C#N)cc1 (configuration not stated) | 85 | 9 | -4 | -3 | 7 | 98 | 105 | 11 | 2
CC(=O)c1ccc(NS(=O)(=O)Cc2ccccc2)cc1 | 102 | 4 | -6 | -10 | 8 | 99 | 94 | 14 | 8
Nc1nnc(COc2ccccc2)s1 | 89 | nt | -4 | 1 | 1 | 98 | 92 | 6 | 2
c1coc(CN=C2NC(=NCc3ccco3)c3ccccc32)c1 | 90 | -5 | -5 | -13 | 18 | 92 | 86 | -1 | 12
Cc1ccc(C(C)C)c(OCC(=O)Nc2ccc(Cl)cn2)c1 | 97 | 7 | -1 | -7 | -12 | 97 | 79 | -1 | 6
COc1ccc2c(c1)Cc1sc(NC(=O)c3ccco3)nc1-2 | 81 | 5 | -5 | 1 | 14 | 95 | 91 | 8 | 2
CCOc1cc(C(=O)N2CCOCC2)ccc1OCc1ccccc1 | 87 | 6 | -8 | -18 | 10 | 105 | 90 | -5 | 22

Compound profiles, as listed above:
CCOC(=O)N1CCC2(CC1)C(C#N)=C(N)Oc1n[nH]c(C)c12 is listed as HUVEC prolif 384: 96; PostGolgi ctrl: 19; S1P2 agonist: -7; sEH inh: 2; S1P2 antag: 3; Fibroblast inh: 99; H69AR growth 86K: 76; LYP act: -1; sEH activator: 1
O=C1NCCc2c1[nH]c1ccccc21 is listed as HUVEC prolif 384: 77; PostGolgi ctrl: 8; S1P2 agonist: -2; sEH inh: 6; S1P2 antag: 9; Fibroblast inh: 99; H69AR growth 86K: 85; LYP act: -4; sEH activator: -4
COc1ccc2c(c1)Cc1sc(NC(=O)c3ccco3)nc1-2 is listed as HUVEC prolif 384: 81; PostGolgi ctrl: 5; S1P2 agonist: -5; sEH inh: 1; S1P2 antag: 14; Fibroblast inh: 95; H69AR growth 86K: 91; LYP act: 8; sEH activator: 2

Some of the compounds tested; rates above refer to the full screens.
